Screens from PubChem BioAssay.
Rac1 act GTP bind – modulators of GTP binding to human Rac1 activated mutant | P63000 | GST-Rac1 activated beads, fluorescent GTP binding, flow cytometry; actives lie on both sides; 100% means binding = to untreated wells | percent activity (GTP binding), % at 10 µM | hit rate 0.11% among 190,000 | AID 764;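 active means GTP binding at least 20 percentage points away from the 100% baseline, in either direction, so actives lie on both sides; inconclusive means Compound likely fluorescent itself, or too few beads counted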
Pf gamet viab – kills late stage P. falciparum gametocytes. hit rate 0.065% among 150,000. P. falciparum stage V gametocytes, ATP luminescence, 24 h. AID 743093. inhibition, % at 10.9 µM;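 active means inhibition above the mean plus 3 SD of compounds within the control limits, set per campaign, cut at about 38% in these data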;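 further: 0% = DMSO wells and 100% = medium only without gametocytes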
Avidin fluor – compound fluoresces at 488/530 nm on avidin beads; fluorescence (KMESF) at 10 µM; compound fluorescence 488/530 nm, flow cytometry; active compounds read high; hit rate 0.38% among 220,000; in the data active means fluorescence above about 47; further: inactives centre near 10
Rab2 wt GTP – changes GTP binding to wildtype dog Rab2A, up or down. P61105. GTP binding activity, % at 10 µM. AID 760. GST-Rab2 wt beads, Bodipy-GTP binding, flow cytometry. hit rate 0.19% among 190,000;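 active means GTP binding activity at least 20 points away from 100%, either lowered or raised; inconclusive means signal likely due to the compound's own green fluorescence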;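 further: 0% = beads with excess unlabeled GTP and 100% = no-compound control corrected for plate trend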
Rac1 wt GTP bind – alters GTP binding to wildtype human Rac1; P63000; GST-Rac1 beads, fluorescent GTP binding, flow cytometry; actives lie on both sides; 0 = cold GTP competed, 100 = untreated; GTP binding activity (% of control), % at 10 µM; hit rate 0.27% among 190,000;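 active means GTP binding activity at least 20 points away from the 100% control level, either lower or higher; inconclusive means compound flagged as likely green fluorescent, judged across all proteins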
Mcl1 Bid PPI – Mcl-1/Bid interaction inhibition. Q07820. TR-FRET Mcl-1/Bid-Dy647 peptide binding, 1536-well. inhibition, % at 21.7 µM. hit rate 0.97% among 220,000. AID 1021;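 active means compounds that cut the binding signal by more than half at the single screening dose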;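 further: His-tagged Mcl-1 with europium anti-His antibody binding Bid BH3 peptide; 0% = Mcl-1 plus peptide wells and 100% = peptide-only wells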
Target sequence (Q07820 whole entry, looked up): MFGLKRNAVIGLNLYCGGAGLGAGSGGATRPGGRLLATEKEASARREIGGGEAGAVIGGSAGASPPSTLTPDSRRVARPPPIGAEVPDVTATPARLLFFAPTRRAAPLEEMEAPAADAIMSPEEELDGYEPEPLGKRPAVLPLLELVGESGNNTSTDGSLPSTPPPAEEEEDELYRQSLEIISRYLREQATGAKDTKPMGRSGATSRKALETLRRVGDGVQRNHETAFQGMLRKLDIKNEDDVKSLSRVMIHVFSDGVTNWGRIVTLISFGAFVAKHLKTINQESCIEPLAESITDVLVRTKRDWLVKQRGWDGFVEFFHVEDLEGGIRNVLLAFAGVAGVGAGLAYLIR
Rab7 wt modul – modulators of GTP binding to dog Rab7 wildtype GTPase | hit rate 0.055% among 190,000 | GTP binding activity (percent of control), % at 10 µM | AID 758 | GST-Rab7 beads, fluorescent GTP binding, flow cytometry; actives lie on both sides; untreated = 100%, excess cold GTP = 0%;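 active means fluorescent GTP binding to Rab7 beads changed by at least 20 points from the 100% baseline, either direction, mostly lower; inconclusive means compound itself probably fluorescent, or too few beads counted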;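 further: median green fluorescence of bound Bodipy-FL-GTP per Rab7 bead population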
HRas wt GTP – human HRas wildtype GTP binding, change in either direction | P01112 | hit rate 0.14% among 190,000 | GST-Ras wt beads, Bodipy-FL-GTP binding, flow cytometry; actives lie on both sides | GTP binding activity, % at 10 µM | AID 759;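 active means GTP binding activity at least 20% away from the 100% baseline, either lowered as inhibitor or raised as activator; inconclusive means flagged as likely green fluorescent, judged across all proteins in the well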;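 further: 0% = unlabeled GTP competition control and 100% = no-compound control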
Target sequence (P01112 whole entry, looked up): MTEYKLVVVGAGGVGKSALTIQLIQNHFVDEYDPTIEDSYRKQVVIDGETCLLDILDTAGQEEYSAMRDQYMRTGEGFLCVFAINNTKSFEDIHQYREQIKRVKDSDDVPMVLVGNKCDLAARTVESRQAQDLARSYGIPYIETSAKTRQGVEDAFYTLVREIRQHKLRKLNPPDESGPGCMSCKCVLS
GSH bead fluor – compound fluoresces at 488/530 nm on GSH beads; GSH beads flow cytometry, compound fluorescence 488/530 nm; active compounds read high; hit rate 0.25% among 190,000; fluorescence (KMESF) at 10 µM; in the data active means fluorescence above about 89;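 further: glutathione beads carrying GST-tagged Bcl family fusion proteins plus one bare bead set; values are compound well signal with DMSO vehicle wells as background; inactives centre near 16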
Mcl1-Noxa inh – Mcl-1/Noxa interaction inhibition. inhibition, % at 21.7 µM. TR-FRET Mcl-1/Noxa peptide binding, 2 h. Q07820. hit rate 1.5% among 220,000;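 active means compounds that cut the protein-peptide binding signal by more than 50% relative to plate controls in a single-dose test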;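 further: His-tagged Mcl-1 with rhodamine Noxa BH3 peptide and terbium anti-His antibody; 0% = Mcl-1 plus Noxa peptide wells and 100% = peptide-only wells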
Cdc42 wt GTP – modulators (inhibitors or activators) of GTP binding to human Cdc42 wildtype; P60953; GST-Cdc42 beads, Bodipy-GTP binding, flow cytometry; actives lie on both sides; percent activity (GTP binding), % at 10 µM; hit rate 0.2% among 190,000; AID 761;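 active means percent activity GTP binding at least 20 points away from the 100% baseline, either down as inhibitor or up as activator; inconclusive means compound flagged as likely green fluorescent from well-wide comparison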;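 further: median bead fluorescence of bound Bodipy-FL-GTP at 100 nM; 0% = excess unlabeled GTP control and 100% = no compound control; below 100% means less GTP binding so inhibitor and above means activator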
Target sequence (P60953 whole entry, looked up): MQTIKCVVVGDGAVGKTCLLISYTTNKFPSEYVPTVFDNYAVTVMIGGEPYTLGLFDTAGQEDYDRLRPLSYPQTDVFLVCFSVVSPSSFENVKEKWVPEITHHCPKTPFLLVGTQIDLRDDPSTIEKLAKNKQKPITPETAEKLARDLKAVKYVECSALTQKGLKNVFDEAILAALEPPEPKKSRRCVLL
Starred values were filed as active, the others as inactive; u = inconclusive; x = not tested or not shown.

No. | SMILES | Rac1 act GTP bind | Pf gamet viab | Avidin fluor | Rab2 wt GTP | Rac1 wt GTP bind | Mcl1 Bid PPI | Rab7 wt modul | HRas wt GTP | GSH bead fluor | Mcl1-Noxa inh | Cdc42 wt GTP
1 | O=C(CCSc1ccc(Br)cc1)Nc1cccnc1 | 95 | x | 11 | 97 | 96 | -23 | 94 | 96 | 12 | 6 | 97
2 | Cc1nc(Cl)c(C(=O)NCCC(C)C)c(C)c1[N+](=O)[O-] | 101 | 2 | 7 | 99 | 106 | 4 | 100 | 99 | 8 | -5 | 101
3 | CCOC(=O)c1ccc(CC(=O)c2ccc(O)c(O)c2O)o1 | 96 | x | 4 | 96 | 99 | -41 | 93 | 96 | 14 | 47 | 97
4 | C/C(=N/Nc1nc(-c2ccccc2)cc(-c2ccc(F)cc2)n1)c1cccc(N)c1 | 100 | 6 | 10 | 97 | 100 | -42 | 95 | 99 | 13 | -12 | 101
5 | Cc1ccc(CNC(=O)COC(=O)c2ccc(S(=O)(=O)N3CCCC3)cc2)cc1 | 103 | x | 11 | 107 | 108 | -20 | 106 | 107 | 7 | -2 | 106
6 | O=C(C#Cc1ccccc1)c1cccc([N+](=O)[O-])c1 | 71* | x | 6 | 83 | 84 | -4 | 91 | 87 | 5 | 17 | 74*
7 | CC(C)(C)n1ncc2c(=O)n(CC(=O)Nc3ccccc3)cnc21 | 99 | x | 24 | 101 | 109 | -13 | 103 | 101 | 20 | 15 | 103
8 | C/C(N)=C(/C#N)C(=O)CSc1ccccc1F | 99 | x | 9 | 101 | 104 | -5 | 107 | 99 | 64 | 2 | 101
9 | O=C(N/N=C/c1ccc(N2CCOCC2)cc1)c1ccc(NS(=O)(=O)c2cccs2)cc1 | 94 | -16 | 9 | 96 | 100 | -16 | 97 | 97 | 11 | 9 | 97
10 | Cc1ccc2nc(NC(=O)CCCC(=O)O)sc2c1 | 97 | 5 | 12 | 98 | 98 | -33 | 104 | 100 | 24 | -4 | 96
11 | COc1ccc(C(=O)c2c(C)oc3ccc(O)c(CN4CCOCC4)c23)cc1 | 98 | -6 | 1 | 100 | 102 | 9 | 101 | 99 | 56 | 23 | 103
12 | O=C(N/N=C/c1ccccc1F)NC1CCCCC1 | 99 | 6 | 15 | 100 | 100 | -27 | 99 | 99 | 16 | 6 | 100
13 | COc1ccc(C(=O)/C=C/c2ccc(OC(=O)c3cc(OC)c(OC)c(OC)c3)cc2)cc1 | 99 | -9 | 18 | 98 | 100 | 2 | 97 | 99 | 10 | 8 | 99
14 | Cc1nn(C)cc1C(C(=O)NC1CCCCC1)N(C(=O)Cc1cccs1)c1ccc(C(C)C)cc1 (centres undefined) | 94 | -15 | 4 | 94 | 97 | -8 | 91 | 94 | 54 | 0 | 90
15 | Cc1c(C)n(CC(O)CNCCO)c2ccccc12 (centres undefined) | 94 | -16 | 9 | 99 | 97 | 27 | 101 | 96 | 13 | 14 | 98
16 | CS(=O)(=O)N(CC(=O)NC1CCCC1)Cc1ccc(Cl)cc1 | 100 | -38 | 9 | 104 | 108 | -21 | 105 | 104 | 55 | 3 | 106
17 | CCCn1c2c(c(O)c(C(=O)Nc3ccc(OCC)cc3)c1=O)CCCC2 | 97 | x | 21 | 104 | 106 | -14 | 108 | 106 | 11 | 9 | 104
18 | CCn1c(SCC(=O)N2CCC(C)CC2)nnc1-c1ccc(S(=O)(=O)N2CCN(C)CC2)cc1 | 98 | -34 | 4 | 98 | 101 | -48 | 103 | 101 | 24 | -3 | 101
19 | COc1ccc(NC(=S)Nn2cnnc2)cc1OC | 95 | -2 | 9 | 93 | 98 | -14 | 96 | 97 | 9 | 10 | 94
20 | Cc1ccc(NC(=O)/C(=C/c2cccs2)NC(=O)c2ccco2)cc1 | 102 | x | 4 | 103 | 103 | -41 | 101 | 102 | 18 | -5 | 99
21 | O=C(NC1CCCCCC1)c1c(O)c2ccccc2[nH]c1=O | 101 | x | 9 | 106 | 106 | 20 | 104 | 106 | 21 | 3 | 107
22 | COc1cccc2cc(C(C)N(CCCN3CCOCC3)C(=S)Nc3cccc(C)c3C)oc12 (centres undefined) | 97 | 8 | 13 | 97 | 100 | -38 | 93 | 100 | 14 | 7 | 101
23 | O=C1NCCCC2c3c(cc(Br)c(O)c3Br)OC12N1CCOCC1 (centres undefined) | 96 | 8 | 9 | 98 | 104 | -22 | 101 | 98 | 28 | 62* | 98
24 | COC(=O)C1=NN(C(C)=O)C2(CC(=O)N(c3cccc(C)c3)C2=O)C1 (centres undefined) | 101 | 5 | 16 | 103 | 105 | 1 | 101 | 103 | 17 | 12 | 102

The final five records of the part above are carried over, then new ones follow:
No. | SMILES | Rac1 act GTP bind | Pf gamet viab | Avidin fluor | Rab2 wt GTP | Rac1 wt GTP bind | Mcl1 Bid PPI | Rab7 wt modul | HRas wt GTP | GSH bead fluor | Mcl1-Noxa inh | Cdc42 wt GTP
20 | Cc1ccc(NC(=O)/C(=C/c2cccs2)NC(=O)c2ccco2)cc1 | 102 | x | 4 | 103 | 103 | -41 | 101 | 102 | 18 | -5 | 99
21 | O=C(NC1CCCCCC1)c1c(O)c2ccccc2[nH]c1=O | 101 | x | 9 | 106 | 106 | 20 | 104 | 106 | 21 | 3 | 107
22 | COc1cccc2cc(C(C)N(CCCN3CCOCC3)C(=S)Nc3cccc(C)c3C)oc12 (centres undefined) | 97 | 8 | 13 | 97 | 100 | -38 | 93 | 100 | 14 | 7 | 101
23 | O=C1NCCCC2c3c(cc(Br)c(O)c3Br)OC12N1CCOCC1 (centres undefined) | 96 | 8 | 9 | 98 | 104 | -22 | 101 | 98 | 28 | 62* | 98
24 | COC(=O)C1=NN(C(C)=O)C2(CC(=O)N(c3cccc(C)c3)C2=O)C1 (centres undefined) | 101 | 5 | 16 | 103 | 105 | 1 | 101 | 103 | 17 | 12 | 102
25 | COc1cc2[nH]c(=S)nc(Nc3ccc(NC(C)=O)cc3)c2cc1OC | u | -5 | 8 | u | u | -79 | u | u | 0 | 78* | u
26 | CCOc1ccc(-c2nnc(-c3cccnc3)o2)cc1OCC | 97 | -13 | 10 | 97 | 102 | -20 | 100 | 102 | 45 | 1 | 102
27 | Cc1ccc(C(=O)Nc2ccc3[nH]c(=O)[nH]c3c2)c(C)c1 | 97 | 24 | 6 | 98 | 97 | -29 | 101 | 96 | 14 | 8 | 96
28 | CCN(CC1COc2ccccc2O1)C(=S)NC1CC2CCC1C2 (centres undefined) | 92 | -23 | 12 | 93 | 97 | -17 | 94 | 93 | 11 | -12 | 91
29 | COc1ccc(Oc2nc(SC)nc3ccccc23)cc1 | 92 | 13 | 13 | 93 | 96 | 26 | 93 | 97 | 30 | 14 | 96
30 | Cc1ccc(C(=O)N2CCOCC2)cc1[N+](=O)[O-] | 102 | -23 | 13 | 100 | 107 | -22 | 95 | 101 | 4 | -6 | 101
31 | CCOC(=O)c1c(NC(=O)c2cnn3c2NC(c2cccc(OC)c2)CC3C(F)(F)F)sc2c1CCCC2 (centres undefined) | 99 | 12 | 5 | 99 | 103 | -8 | 98 | 97 | 23 | 9 | 99
32 | COc1ccc(C(CNC(=O)c2cc(C)oc2C)N2CCOCC2)cc1 (centres undefined) | 101 | -6 | 12 | 99 | 110 | 7 | 99 | 102 | 33 | 4 | 104
33 | Cc1ccc(C)c(S(=O)(=O)Nc2ccc(C(N)=O)cc2)c1 | 97 | -8 | 10 | 96 | 98 | -20 | 98 | 94 | 21 | 5 | 94
34 | O=C(N/N=C/c1c[nH]c2ccccc12)c1ccn[nH]1 | 94 | -13 | 13 | 99 | 95 | -18 | 103 | 98 | 12 | 13 | 94
35 | CCCc1cc(=O)[nH]c(SCc2cc(C(=O)OC)c(C)o2)n1 | 96 | -6 | x | 97 | 96 | -39 | 96 | 97 | 9 | -3 | 95
36 | CCSC(SCC)[C@H](O)[C@@H](O)[C@H](O)[C@H](O)CO | 102 | x | 8 | 96 | 99 | -9 | 93 | 97 | 20 | -22 | 98
37 | COc1ccc(S(=O)(=O)N(C)c2c(C)n(C)n(-c3ccccc3)c2=O)cc1OC | 101 | x | 107* | 101 | 104 | -8 | 104 | 106 | 25 | -3 | 103
38 | O=c1c(CN2CCN(c3cccc(Cl)c3)CC2)coc2c(Cl)cc(Cl)cc12 | 92 | 21 | 8 | 94 | 96 | -9 | 97 | 97 | 12 | 3 | 95
39 | O=C(O)C1C(=O)NCC1c1ccccc1 (centres undefined) | 98 | 8 | 11 | 100 | 99 | -20 | 102 | 97 | 27 | 17 | 100
40 | CCn1c(N2CCN(S(=O)(=O)c3ccc(F)cc3)CC2)nc2ccccc21 | 94 | 8 | 7 | 94 | 95 | 6 | 93 | 93 | 50 | 2 | 92
41 | COC(=O)C1=C(C)NC(=O)/C1=C\c1cc(C)n(-c2ccccc2F)c1C | 94 | 6 | 12 | 109 | 96 | -24 | 96 | 102 | 12 | 14 | 112
42 | Cc1ccc(C)c(C(=O)CC2(O)C(=O)Nc3ccccc32)c1 (centres undefined) | 99 | x | 12 | 101 | 105 | -36 | 106 | 103 | 61 | 7 | 105
43 | CS(=O)(=O)N(CC(=O)N1CCCC1)c1ccc(OCc2ccccc2)cc1 | 100 | 13 | 6 | 98 | 100 | -24 | 96 | 97 | 14 | -4 | 97
44 | O=C(NCCC1=CCCCC1)c1ccc(CN2CCOCC2)cc1 | 102 | -7 | 33 | 105 | 109 | -9 | 100 | 104 | 10 | -7 | 104
45 | C=C(C)CC1(NC(C)c2ccccc2)CCCCC1 (centres undefined) | 99 | 12 | 3 | 100 | 100 | -12 | 102 | 101 | 6 | 33 | 98
46 | Cc1ccc(S(=O)(=O)N2CCN(CC(O)c3ccccc3)CC2)cc1 (centres undefined) | 94 | -20 | 9 | 97 | 91 | -32 | 103 | 96 | 17 | -14 | 94
47 | O=C(CN1C(=O)c2ccccc2C1=O)Nc1ccccc1C(=O)NC1CCCCC1 | 98 | x | 6 | 97 | 100 | -4 | 97 | 99 | 18 | -5 | 99
48 | C[n+]1c(/C=C/c2ccc3c(c2)OCO3)ccc2ccccc21 | 96 | -1 | 6 | 97 | 99 | 19 | 98 | 98 | 23 | 17 | 100
49 | O=C1/C(=C2/NCCN2C2CC(=O)N(c3ccccc3)C2=O)CC/C1=C\c1ccccc1 (centres undefined) | 98 | -12 | 7 | 97 | 102 | 1 | 96 | 97 | 20 | -18 | 97
